Screening data from PubChem.
PKM2 act: qHTS Assay for Activators of Human Muscle isoform 2 Pyruvate Kinase; Pyruvate kinase PKM (Homo sapiens), P14618; Potency, µM (highest dose often 57.5 µM), for the others: top-dose activation, most hits filed as activators; AID 1631, 2009; 260,000 compounds, 0.34% hits; purified PKM2, Kinase-Glo ATP luminescence, activation; response scale: 0% is enzyme alone, no compound; note: potency is the fitted concentration of half-maximal effect; nearly all actives have a fitted effect of over 55% in size
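Purified hPK-M2 (>95%) run at intermediate activity with 0.1 mM ADP and 0.5 mM PEP in 50 mM imidazole pH 7.2, KCl, MgCl2; 1 h room temperature. ATP formed read by Kinase-Glo luminescence; normalized to uninhibited and no-enzyme controls.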
B2AR arrestin: qHTS assay of beta-arrestin-biased ligands of beta2-adrenergic receptor; Beta-2 adrenergic receptor (Homo sapiens), P07550; beta-arrestin recruitment to beta2AR, cell-based reporter; Potency, µM (series often up to 46.1 µM), for inactives: at the highest dose activation, hits mostly activators; 330,000 compounds, 0.02% hits;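 note: potency is the fitted concentration of half-maximal effect; 0% = DMSO controls and full agonism = EC100 isoproterenol or metaproterenol; nearly all actives have a fitted effect of over 65% in size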
hERG WT inh: qHTS for Inhibitors of KCHN2 3.1: Wildtype qHTS | Voltage-gated inwardly rectifying potassium channel KCNH2 (Homo sapiens), Q12809 | 340,000 compounds, 0.37% hits | activity change, % at 1.84 µM | U2OS, BacMam KCNH2, thallium flux FluxOr; active compounds read low;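 active = maximum activity change below -70%; inconclusive = maximum activity change between -70% and -50%; inactive = maximum activity change above -50%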
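U2OS cells transduced with wild-type KCNH2 virus are loaded with FluxOr dye for 45 min, and thallium flux is measured in kinetic reads before and after stimulation buffer. Rate constants are normalized to DMSO controls.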
uPA surface inh: qHTS for Inhibitors of Cell Surface uPA Generation | cell surface uPA generation assay, qHTS | Potency, µM (doses to about 38.3 µM), for the others: at the top dose activity change, negative = inhibition, hits mostly inhibitors | 330,000 compounds, 0.31% hits; active = well fitted inhibition curve with a large enough effect; inconclusive = small, poorly fitted or top-dose-only effect; inactive = no such curve, though single readings can be large or run the other way; tested in mouse RAW 264.7 cells; note: potency is the fitted concentration of half-maximal effect; nearly all actives have a fitted effect of over 55% in size
Coupling enz: qHTS Assay for Inhibitors of Fructose-1,6-bisphosphate Aldolase from Giardia Lamblia: Coupling assay counterscreen; coupling enzyme system counterscreen, AmpLite Red fluorescence; activity change, negative = inhibition, % at 58.2 µM, hits read low; 290,000 compounds, 0.67% hits; AID 2472, 2010; in the data active = activity change below about -30%
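Coupling enzymes only (glyceraldehyde-3-phosphate) + compound, at 57.5 uM final, 10 min RT; add substrate/coupling/AmpLite Red mix, 20 min RT; fluorescence ex 525/em 598 nm. Actives flag coupling-system interference.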
KCNH2 3.1 inh: qHTS for Inhibitors of KCHN2 3.1: Mutant qHTS. Potassium voltage-gated channel subfamily H member 2, brain isoform KCNH2 3.1 (human). U2OS KCNH2 3.1, thallium flux FluxOr; active compounds read low. activity change, % (tested at about 1.8 µM). 340,000 compounds, 0.95% hits;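 active = maximum activity change below -70%; inconclusive = maximum activity change from -70% to -50%; inactive = maximum activity change above -50%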;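 note: thallium influx rate constant from kinetic fluorescence after stimulation buffer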
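Measured as rate of thallium-driven FluxOr signal in transduced U2OS cells carrying the 3.1 channel, read kinetically for 2 min upon stimulation; values are rate constants scaled to DMSO control wells.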
Eya2 phos inh: qHTS Assay for Inhibitors of the Phosphatase Activity of Eya2; recombinant Eya2, OMFP fluorescence dephosphorylation (OMFP is methylfluorescein phosphate); 330,000 compounds, 0.006% hits; Potency, µM (titrated, usually from 76.9 µM), for inactives: at the highest dose activity, negative = inhibition, actives largely listed as inhibitors; Protein phosphatase EYA2 (Homo sapiens), O00167; note: potency is the fitted concentration of half-maximal effect
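Eya2 (0.2 uM) preincubated 10 min at ambient with compound, then OMFP substrate added at 50 uM; 10 min reaction in 50 mM HEPES pH 7.5, 50 mM NaCl, 5 uM MgCl2, 0.05% BSA, 1 mM DTT. Fluorescence read at Ex 485/Em 525 nm.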
USP2a inh: qHTS Assay for Inhibitors of Ubiquitin-specific Protease USP2a Using CHOP2 as the Reporter. Ubiquitin carboxyl-terminal hydrolase 2 (Homo sapiens), O75604. USP2 core, Ub-CHOP2 coupled fluorogenic reporter, 485/531. Potency, µM (highest dose often 38.3 µM), for the others: at the highest dose activity change, negative = inhibition, actives largely listed as inhibitors. 330,000 compounds, 0.01% hits;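 note: potency is the fitted concentration of half-maximal effect; plate controls were DMSO wells for no effect and full inhibition by NEM control for full effect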
Target sequence (O75604 whole entry, looked up): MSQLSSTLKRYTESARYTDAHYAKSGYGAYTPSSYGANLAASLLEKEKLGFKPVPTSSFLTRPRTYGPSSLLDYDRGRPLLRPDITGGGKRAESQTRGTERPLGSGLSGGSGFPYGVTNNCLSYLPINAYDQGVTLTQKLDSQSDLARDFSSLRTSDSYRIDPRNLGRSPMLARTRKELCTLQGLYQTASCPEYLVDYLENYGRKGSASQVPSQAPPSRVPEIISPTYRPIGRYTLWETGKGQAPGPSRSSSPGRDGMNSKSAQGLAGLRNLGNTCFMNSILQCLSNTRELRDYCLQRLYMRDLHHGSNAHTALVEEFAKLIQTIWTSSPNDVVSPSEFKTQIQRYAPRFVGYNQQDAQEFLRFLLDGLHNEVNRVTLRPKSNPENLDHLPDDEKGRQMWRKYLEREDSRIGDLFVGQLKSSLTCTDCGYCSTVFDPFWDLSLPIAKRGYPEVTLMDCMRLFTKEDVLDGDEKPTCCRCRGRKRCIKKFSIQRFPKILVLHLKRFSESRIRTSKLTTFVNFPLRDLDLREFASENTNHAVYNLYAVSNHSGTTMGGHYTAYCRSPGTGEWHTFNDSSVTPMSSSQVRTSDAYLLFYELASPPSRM
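Cell-free coupled assay: 10nM USP2 core preincubated 30min RT with compound in Tris-HCl pH 8.0/CaCl2/CHAPS buffer, then 25nM Ub-CHOP2 and 25nM reporter substrate; fluorescence (Ex 485/Em 531) read after 60min RT, normalized to NEM inhibition, concentration-response curves fitted.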
Giardia kill: Small Molecules that selectively kill Giardia lamblia: qHTS; activity change, % at 7.66 µM, hits read low; 340,000 compounds, 0.15% hits; AID 540267, 2011; Giardia lamblia trophozoite viability; in the data active = activity change below about -80%; inconclusive = between about -30% and that limit;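 note: parasites exposed to compound for two days anaerobically before the ATP read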
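Each well holds 100 Giardia trophozoites and compound. After two days (48 hrs) at 37 deg C in anaerobic conditions, ATP is quantified by luminescence.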
Chronic BCR inh: qHTS Assay to Find Inhibitors of Chronic Active B-Cell Receptor Signaling; ABC-DLBCL IkBa-CBG/CBR reporter, luminescence ratio, 4 h; Potency, µM (top dose mostly 46.1 µM), for inactives: at the top dose ratio change, negative = lower green/red ratio, most hits filed as inhibitors; 340,000 compounds, 0.05% hits; active = well fitted inhibition curve with a large enough effect in the signal ratio, with a control signal flat, not every such curve was filed as active; inconclusive = small, poorly fitted or top-dose-only effect, or effect the other way, or a change in a side signal; the % refers to the signal ratio;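 note: potency is the fitted concentration of half-maximal effect; plate controls were basal doxycycline-induced cells for no effect and cells given 10 µM MG132 for full effect; MG132 reads +100%, hits lower the ratio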
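TMD8 ABC-DLBCL cells carrying doxycycline-inducible green luciferase fused to IkappaBalpha plus unfused red luciferase were exposed to compounds (up to 46 uM) for 4 hrs at 37C. Activity came from the overlap-corrected green/red luminescence ratio.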
GALK inhibitor: qHTS Assay for Inhibitors of Human Galactokinase (GALK) | P51570 | Purified GALK, Kinase-Glo residual ATP luminescence | Potency, µM (series often up to 57.5 µM), inactives show top-dose activity change, negative = inhibition, hits mostly inhibitors | 270,000 compounds, 0.007% hits | AID 1868, 2009; note: potency is the fitted concentration of half-maximal effect
Target sequence (P51570 whole entry, looked up): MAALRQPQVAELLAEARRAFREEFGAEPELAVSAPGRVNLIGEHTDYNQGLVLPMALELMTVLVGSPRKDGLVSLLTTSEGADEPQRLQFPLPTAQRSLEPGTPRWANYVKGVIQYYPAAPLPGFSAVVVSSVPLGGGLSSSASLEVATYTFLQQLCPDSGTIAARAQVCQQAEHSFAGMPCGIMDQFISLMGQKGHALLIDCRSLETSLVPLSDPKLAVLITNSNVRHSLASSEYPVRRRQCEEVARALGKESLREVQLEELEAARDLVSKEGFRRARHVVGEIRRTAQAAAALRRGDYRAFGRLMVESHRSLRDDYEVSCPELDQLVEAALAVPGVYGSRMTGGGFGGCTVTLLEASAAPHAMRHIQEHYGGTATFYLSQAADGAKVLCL
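GALK at 5 nM final was combined with compound, 35 uM ATP and 100 uM galactose in HEPES pH8.0 with MgCl2 and DTT. The reaction ran one hour at room temperature before luminescent ATP detection.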
* hit, by the source's call; ? = inconclusive; . = no result given; [ ] = dose if it differs, or a comment. Unless noted, calls come from the whole dose curve; as a rule, active = well fitted curve in the direction sought with a large enough effect; inconclusive = small, poorly fitted or top-dose-only effect, or another doubt; inactive = no such curve, though single readings can be large; an effect the other way counts as inactive or inconclusive. Unless noted, % is set by controls: 0 for no effect and ±100 for the full control effect. Compounds as they come. About 2.4% of those tested had a hit in this group.

no.	Molecule	PKM2 act	B2AR arrestin	hERG WT inh	uPA surface inh	Coupling enz	KCNH2 3.1 inh	Eya2 phos inh	USP2a inh	Giardia kill	Chronic BCR inh	GALK inhibitor
1	Cc1nc(CC(=O)NNS(=O)(=O)c2ccc3ccccc3c2)cs1	-7%	-0.5%	8	5%	3	-2	3%	0%	-4	-4%	-1%
2	COc1cc(/C=N/NC(=S)Nc2cccc(C(=O)O)c2)cc(OC)c1OC	6%	-1.8%	1	3%	4	15	3%	4%	4	?	0%
3	Cn1c(C(C#N)C(=O)c2sc3ccccc3c2Cl)nc2ccccc21 (stereo unspecified)	-6%	-0.5%	5	-4%	-6	10	1%	3%	11	3%	1%
4	O=C(OCc1nnc(-c2ccccc2)o1)c1ccco1	-8%	0.1%	-1	-1%	0	-3	-4%	7%	-2	?	6%
5	Cc1ccc(S(=O)(=O)Oc2ccc(/C=C(/NC(=O)c3ccccc3)C(=O)NCCC(=O)O)cc2)cc1	2%	-0.7%	2	2%	5	-3	6%	4%	-2	8%	1%
6	CCn1c(CNc2ccc(F)cc2)nnc1SCC(=O)Nc1ccc(OC)cc1	0%	0.4%	-4	-2%	1	17	9%	2%	1	7%	0%
7	COc1ccc(C(=O)NNS(=O)(=O)c2ccccc2)cc1	-8%	0.1%	13	10%	0	-10	3%	3%	-7	9%	-1%
8	CCN1C(=O)[C@@H]2[C@@H](c3ccc(-c4ccc5c(c4)OCO5)cc3)N3CCCC[C@@]3(C(=O)OC)[C@@H]2C1=O	.	0.1%	-2	4%	.	9	19%	-1%	2	-11%	.
9	CCOC(=O)c1ccc(NS(=O)(=O)c2cn(C)cn2)cc1	-1%	-1.0%	-6	?	0	5	2%	3%	9	-8%	9%
10	C[C@]12CC[C@@H]3c4ccc(O)cc4CC[C@H]3[C@@H]1C[C@@H](O)[C@@H]2O[C@@H]1O[C@H](C(=O)O)[C@@H](O)[C@H](O)[C@H]1O	0%	-2.8%	4	7%	-2	6	-1%	5%	4	1%	4%
11	Cc1ccc2c(c1)/C(=C/c1ccccc1F)C(=O)N2	.	-1.2%	8	-3%	-1	-3	-12%	2%	-3	?	.
12	Cc1c(O)cc2c(c1O)C(=O)CC(c1ccccc1)O2 (stereo unspecified)	-9%	-0.6%	-2	-37%	-1	-1	2%	-7%	14	11%	3%
13	COCCNC(=O)COc1coc(CN2CCN(Cc3ccccc3)CC2)cc1=O	.	0.7%	-12	2%	.	6	3%	2%	-7	0%	-2%
14	C[C@@H](NC(=O)c1nc[nH]c1C(=O)NC1CCN(C(=O)OC(C)(C)C)CC1)c1ccccc1	.	-0.7%	.	26%	.	.	-23%	2%	4	-13%	.
15	COc1ccc(Cl)cc1NC(=O)CN(C)CC(=O)N1CC(=O)Nc2ccccc21	.	0.1%	2	16%	.	1	6%	1%	-16	2%	.
16	CCN(CC)S(=O)(=O)c1ccc(C(=O)N(c2ccccc2)C2C=CS(=O)(=O)C2)cc1 (stereo unspecified)	-2%	-0.3%	-3	-1%	0	-4	-23%	2%	-16	5%	-1%
17	COc1ccc2c(c1)C(C)=CC(C)(C)N2S(=O)(=O)c1ccc(NC(C)=O)cc1	-5%	0.5%	3	-15%	0	-2	-23%	-1%	34[activator]	4.5µM*	-4%
18	Cc1ccnc(NC(=O)c2cccc(NC(=O)COc3ccccc3)c2)c1	-2%	0.1%	22	-5%	0	-8	-10%	3%	-1	?	.
19	CCOC(=O)Cc1csc(NC(=O)CSc2nnc(C3CC3)n2C)n1	55%	-0.4%	11	7%	-3	-3	-2%	2%	1	?	-3%
20	C/C(Cl)=C\CSc1nnc2n(N)c(=O)c3ccccc3n12	-4%	-0.4%	1	1%	3	11	-7%	1%	-13	19%	9%
21	COc1ccc2c(c1)O/C(=C\c1sccc1C)C2=O	-11%	-0.3%	3	-6%	0	-5	12%	0%	-17	?	-2%
22	COCCCn1c(SCc2ccc(OC)cc2)nc2cc(OC)c(OC)cc2c1=N	-1%	0.1%	-8	-2%	-1	6	-6%	-1%	2	-8%	0%
23	CCOC(=O)c1c(NC(=S)Nc2ccc(Cl)cc2)sc2c1CCN(C)C2	-1%	-0.9%	-4	3%	-14	?	5%	2%	8	5%	-2%
24	CCCCNC1C(CC)C(CCC)C(C#N)(C#N)C1(C#N)C#N (stereo unspecified)	-7%	4.2%	3	-13%	-1	10	-12%	0%	-2	?	-3%
25	CC(OC(=O)Cn1c(C(F)(F)F)nc2ccccc21)C(=O)N1CCCc2ccccc21 (stereo unspecified)	0%	-0.7%	-1	21%	1	7	-3%	4%	9	-10%	-1%
26	COCCCNCCCCOc1ccc(Br)cc1C	-5%	0.5%	28	-6%	-2	-34	1%	-1%	-11	-6%	4%
27	O=C(CSc1nnc(NC(=O)c2c(F)cccc2Cl)s1)Nc1ccccc1F	1%	-0.4%	-9	0%	.	.	0%	2%	5	10%	-6%
28	O=C(CCOc1ccccc1)OCC(=O)c1cc2ccccc2o1	0%	0.0%	-8	0%	-1	6	-21%	0%	-23	1%	1%
29	Cc1nc2ccccn2c1C(=O)NN=C1CCN(C)CC1	0%	-0.1%	-11	3%	0	3	-2%	3%	4	-14%	1%
30	CCOC(=O)C1=C(CSCC(=O)OC)NC(=O)NC1c1cc(C)ccc1C (stereo unspecified)	0%	0.0%	-8	.	-2	4	13%	0%	-4	-6%	-2%
31	COCCCN1C(=O)C2C(C(=O)Nc3cccc(Cl)c3)C3C=CC2(O3)C1C(=O)NC1CCCCC1 (stereo unspecified)	-1%	0.5%	-7	1%	3	-19	-4%	0%	-25	0%	16%
32	COc1ccc(C(C)=O)cc1CSCCC(=O)O	-8%	-0.5%	-6	0%	14	0	4%	1%	-1	-3%	-1%
33	O=C(CCCN1C(=O)c2ccccc2C1=O)NCCCN1CCOCC1	-4%	0.5%	-11	0%	2	-5	6%	1%	-10	?	1%
34	Cn1cc([N+](=O)[O-])cc1-c1nc2ccccc2n1C	-12%	5.8%	5	-17%	1	-2	-4%	-1%	?	0%	5%
35	CCOC(=O)C1CCN(S(=O)(=O)c2cccc3nonc23)CC1	2%	-0.2%	-3	4%	0	11	4%	1%	6	0%	0%
36	CCOc1ccc(CCNC(=O)C2CCN(S(=O)(=O)c3ccc(C)cc3)CC2)cc1OCC	-3%	0.6%	7	-2%	.	-1	-3%	-1%	2	1%	6%
37	C=CCN(CC=C)S(=O)(=O)c1ccc2nc(NC(=O)C(C)C)sc2c1	1%	-0.5%	8	-17%	1	2	-29%	1%	-5	?	0%
38	COc1cccc(C2/C(=C(\O)c3ccc4c(c3)OCCO4)C(=O)C(=O)N2c2nnc(C)s2)c1 (stereo unspecified)	.	-0.5%	0	5%	.	-14	2%	3%	26	13%	-1%
39	Cc1cc(C)c2cc(C#N)c(NCCNC(=S)NCCCN3CCOCC3)nc2c1	-30%	0.1%	4	?	0	-2	10%	0%	1	2%	-2%
40	Cc1ccc(Nc2nc(C)c(CCC(C)C)c(=O)[nH]2)cc1	-7%	0.0%	-3	9%	6	-2	3%	2%	4	2%	0%
41	COC(=O)CSc1nnc(CNC(=O)c2ccccc2OC)n1C	11%	0.1%	4	-8%	1	-3	13%	-2%	6	-6%	-1%
42	NC(=O)c1ccsc1NC(=O)CCS(=O)(=O)c1ccc(F)cc1	.	0.3%	1	-4%	.	-5	-18%	-2%	-8	?	.
